Apaf1 inhib: inhibitors of human Apaf-1 apoptosome; reconstituted apoptosome caspase-3 activity, DEVD-Rh110 fluorescence; inhibition, % at 20 µM; actives 0.71% (n = 330,000); active means inhibition of at least 40% at 20 µM;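 further: plate controls were DMSO wells for no effect and DEVD-CHO caspase inhibitor wells for full effect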
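Medium: Hepes buffer, pH 7.5 / System: biochemical Apaf-1 apoptosome reconstitution / Measured by: Rh110 fluorescence, excitation 480 nm, emission 540 nm / Times: compound with Apaf-1, dATP, procaspase-3 30 min, then 50 min reaction, room temperature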
TIM10 inh: TIM10 yeast growth inhibition; S. cerevisiae TIM10 strain growth, BacTiter-Glo luminescence, 24 h; inhibition, % at 10 µM; actives 1.4% (n = 330,000); AID 463195;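 active means inhibition of 40% or more at the single tested concentration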;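 further: wild-type TIM10 isogenic control strain grown at permissive 25 °C; 0% = DMSO yeast wells and 100% = minimal medium wells without yeast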
hIAP inh: blocks human intestinal alkaline phosphatase; P09923; purified IAP, CDP-Star luminescence, 30 min; inhibition, % at 10 µM; actives 0.12% (n = 330,000); AID 2544;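 active means inhibition reaching a set limit with compound at 10 µM in the primary screen, cut at about 35% in these data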;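 further: plate controls were DMSO wells with enzyme for no effect and no-enzyme buffer wells for full effect; values of inactives mirror those of a sister screen read the other way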
Target sequence (P09923 whole entry, looked up): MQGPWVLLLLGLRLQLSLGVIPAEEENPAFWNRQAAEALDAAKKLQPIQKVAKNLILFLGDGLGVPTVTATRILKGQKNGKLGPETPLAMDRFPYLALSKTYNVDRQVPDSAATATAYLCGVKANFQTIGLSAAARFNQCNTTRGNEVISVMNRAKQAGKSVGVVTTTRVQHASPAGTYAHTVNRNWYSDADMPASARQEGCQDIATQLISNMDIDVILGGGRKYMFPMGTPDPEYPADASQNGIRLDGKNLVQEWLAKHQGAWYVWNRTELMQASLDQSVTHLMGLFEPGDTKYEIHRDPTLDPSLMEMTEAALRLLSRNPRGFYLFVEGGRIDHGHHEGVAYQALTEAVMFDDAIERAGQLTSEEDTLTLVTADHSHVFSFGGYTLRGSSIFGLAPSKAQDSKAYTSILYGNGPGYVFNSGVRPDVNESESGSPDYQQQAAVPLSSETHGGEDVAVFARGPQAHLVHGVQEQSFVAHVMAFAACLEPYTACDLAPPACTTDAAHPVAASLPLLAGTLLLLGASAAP
NLRP3 yeast inh: blocks the NALP3 inflammasome reconstituted in yeast; AID 2825; Yeast reconstituted NLRP3/ASC/caspase-1, beta-gal luminescence, 24 h; actives 0.39% (n = 330,000); inhibition, % at 10 µM;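 active means inhibition of 50% or more; inactive means inhibition below 50%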;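 further: plate controls were induced DMSO wells for no effect and uninduced yeast grown without galactose for full effect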
hIAP activ: human IAP activation | P09923 | purified human IAP, CDP-Star luminescence, 30 min; hits give high values; 1 = vehicle-only enzyme, 0 = enzyme-free background | activation factor at 10 µM | actives 0.16% (n = 330,000);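 active means activation factor of the enzyme at least 2-fold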; further: the source names both 10 and 20 µM as test concentration; values of inactives mirror those of a sister screen read the other way
tim10-1 inh: tim10-1 yeast growth inhibition | actives 2.2% (n = 330,000) | inhibition, % at 20 µM | S. cerevisiae tim10-1 ts strain growth, BacTiter-Glo, 24 h;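 active means inhibition of at least 40%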;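 further: mutant grown at 25 °C; 0% = DMSO wells with yeast and 100% = wells holding no yeast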
mIAP inh: blocks mouse intestinal alkaline phosphatase. purified mouse IAP, CDP-Star luminescence, 30 min. actives 0.2% (n = 330,000). AID 2806. inhibition, % at 10 µM;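 active means inhibition of at least 40% at 10 µM in the primary screen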;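 further: plate controls were DMSO with enzyme for no effect and no enzyme wells for full effect; values of inactives mirror those of a sister screen read the other way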
ATG4B inh: ATG4B (human) cysteine protease inhibition; inhibition, % at 8.33 µM; Q9Y4P1; actives 0.51% (n = 340,000); ATG4B cleavage of LC3-PLA2, NBD-HPC fluorescence, 1 h; in the data active means inhibition above about 40%
mIAP activ: mouse IAP activation | muIAP, CDP-Star luminescence, 30 min; hits give high values; 1 = vehicle-only enzyme signal, 0 = enzyme-free wells | activation factor at 10 µM | AID 2805 | actives 0.24% (n = 330,000);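 active means activation factor of at least 2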; further: the source names both 10 and 20 µM as test concentration; values of inactives mirror those of a sister screen read the other way
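Assay system: mouse IAP enzyme; Reagent: CDP-Star chemiluminescent phosphatase substrate; Compound: DMSO-dissolved test compounds; Incubation: 30 min, room temperature; Technique: luminescence from enzymatic CDP-Star hydrolysis; Controls: DMSO-only wells and no-enzyme negative control.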
* = called active by the depositor; . = not tested or not shown.

#1 COc1ccc(-c2ccn(-c3cccc(F)n3)n2)cc1
#2 COc1cccc(NC(=O)COC(=O)CCOc2ccccc2OC)c1
#3 CC1c2c([nH]c3ccccc23)CCC1C(=O)O (centres undefined)
#4 OCCNCCSc1ccc(Cl)cc1
#5 O=C(Cn1c2c(c(-c3ccccc3Cl)cc1=O)CCC2)NCCCN1CCOCC1
#6 NC(=O)c1cnn(-c2cccc(Cl)c2)c1N
assay / entry	1	2	3	4	5	6
TIM10 inh	17	30	-23	5	-30	0
mIAP inh	6	-2	-3	0	0	-11
hIAP inh	-4	-10	-16	-10	-2	18
ATG4B inh	-11	-3	-7	13	-1	-1
mIAP activ	0.94	1	1	1	1	1.1
hIAP activ	1	1.1	1.2	1.1	1	0.82
NLRP3 yeast inh	8	6	15	15	8	-11
tim10-1 inh	26	23	0	-2	6	-1
Apaf1 inhib	18	-4	4	5	-11	-3

Full records as entered above. Screens in order: TIM10 inh	mIAP inh	hIAP inh	ATG4B inh	mIAP activ	hIAP activ	NLRP3 yeast inh	tim10-1 inh	Apaf1 inhib
COc1ccc(-c2ccn(-c3cccc(F)n3)n2)cc1 as listed: 17	6	-4	-11	0.94	1	8	26	18
NC(=O)c1cnn(-c2cccc(Cl)c2)c1N as listed: 0	-11	18	-1	1.1	0.82	-11	-1	-3
O=C(Cn1c2c(c(-c3ccccc3Cl)cc1=O)CCC2)NCCCN1CCOCC1 as listed: -30	0	-2	-1	1	1	8	6	-11
COc1cccc(NC(=O)COC(=O)CCOc2ccccc2OC)c1 as listed: 30	-2	-10	-3	1	1.1	6	23	-4

The listing continues.
#7 CC1CCc2c(sc(Nc3nc4c(F)cccc4s3)c2C(N)=O)C1 (centres undefined)
#8 COc1ccc(Cl)cc1NC(=O)CN(C)CC(=O)N1CC(=O)Nc2ccccc21
#9 O=C(CSc1nnc(-c2cnccn2)n1Cc1ccco1)c1ccc2ccccc2c1
#10 COc1ccc2[nH]cc(S(=O)(=O)c3ccc(C(C)C)cc3)c(=O)c2c1
#11 O=C(OCC(=O)N1CCN(C(=O)c2ccco2)CC1)c1cccc(S(=O)(=O)N2CCc3ccccc32)c1
#12 CC1(C)CC(NC(=O)C2CCN(S(=O)(=O)c3ccc(F)cc3)CC2)CC(C)(C)N1
assay / entry	7	8	9	10	11	12
TIM10 inh	12	4	24	9	-3	-8
mIAP inh	26	3	10	2	-4	2
hIAP inh	3	6	-2	3	-3	-19
ATG4B inh	41*	-25	-14	1	-6	-7
mIAP activ	0.74	0.97	0.91	0.98	1	0.98
hIAP activ	0.97	0.94	1	0.97	1	1.2
NLRP3 yeast inh	-16	13	-3	7	16	10
tim10-1 inh	29	7	36	-6	22	-5
Apaf1 inhib	35	9	34	2	20	-13

#13 COC(=O)c1ccc(CNC(=O)c2ccc(S(=O)(=O)N3CCCCCC3)cc2)cc1
#14 O=S(=O)(c1cccs1)N1CN(Cc2ccc(F)cc2)c2nc3ccccc3nc21
#15 CCOC(=O)C1=C(c2ccccc2)O/C(=C(/C#N)C(F)(F)F)S1
#16 O=C(Cn1c(=O)c2sccc2n(Cc2cccc([N+](=O)[O-])c2)c1=O)NCCc1ccccc1
#17 CCc1ccc(NS(=O)(=O)c2cc3[nH]c(=O)c(=O)[nH]c3cc2C)cc1
#18 NS(=O)(=O)c1ccc(NC(=O)COC(=O)C2CC(=O)N(Cc3ccccc3)C2)cc1 (centres undefined)
assay / entry	13	14	15	16	17	18
TIM10 inh	-4	31	40	1	2	5
mIAP inh	-6	9	11	-6	0	-4
hIAP inh	1	2	-7	-6	-18	2
ATG4B inh	0	-8	.	-6	-13	0
mIAP activ	1.1	0.91	0.89	1.1	1	1
hIAP activ	0.99	0.98	1.1	1.1	1.2	0.98
NLRP3 yeast inh	10	9	-4	-17	12	19
tim10-1 inh	14	18	47*	4	8	23
Apaf1 inhib	-8	17	15	15	20	-14

#19 COc1cc(NC(=O)CCN2CCN(CCO)CC2)cc(OC)c1
#20 O=[N+]([O-])c1cc(C(F)(F)F)cc([N+](=O)[O-])c1NCCCNc1ccc([N+](=O)[O-])c2cccnc12
#21 CCOc1ccc2c(c1)nc(NCCCO)n2Cc1ccccc1
#22 O=C(Nc1nnc(C2CC2)s1)C1CCCO1 (centres undefined)
#23 COc1ccc(C(=O)CSc2cc(C)nc3nc(C)nn23)cc1OC
#24 COc1ccc(S(=O)(=O)n2nc(C)cc2C)cc1OC
assay / entry	19	20	21	22	23	24
TIM10 inh	-4	6	10	12	0	-3
mIAP inh	4	30	-1	0	2	4
hIAP inh	-16	1	-8	-10	-7	4
ATG4B inh	5	-3	0	-1	9	-3
mIAP activ	0.95	0.7	1	1	0.98	0.96
hIAP activ	1.2	0.99	1.1	1.1	1.1	0.96
NLRP3 yeast inh	15	33	8	5	17	13
tim10-1 inh	0	16	-8	15	-12	-14
Apaf1 inhib	-2	9	1	-10	-15	-15

#25 CCOC(=O)c1c(C)nc2sc(C(=O)Nc3ccc(C(C)=O)cc3)c(N)c2c1-c1ccc(OC)cc1
#26 O=S1(=O)CCN(Cc2cccc(C(F)(F)F)c2)CC1
#27 CCN(CC(=O)NCc1ccccc1Cl)CC(=O)Nc1c(F)cccc1F
#28 Nc1nc(CSCc2ccccc2)nc(N2CCOCC2)n1
assay / entry	25	26	27	28
TIM10 inh	12	9	-1	10
mIAP inh	-12	-1	-2	-7
hIAP inh	-1	-8	-10	-6
ATG4B inh	-3	-10	7	-10
mIAP activ	1.1	1	1	1.1
hIAP activ	1	1.1	1.1	1.1
NLRP3 yeast inh	0	13	4	4
tim10-1 inh	29	9	12	14
Apaf1 inhib	8	-1	-3	1

Filtered by structure, those above with an aryl thioether with sulfur outside any ring (3)
#4 OCCNCCSc1ccc(Cl)cc1
#9 O=C(CSc1nnc(-c2cnccn2)n1Cc1ccco1)c1ccc2ccccc2c1
#23 COc1ccc(C(=O)CSc2cc(C)nc3nc(C)nn23)cc1OC
assay / entry	4	9	23
TIM10 inh	5	24	0
mIAP inh	0	10	2
hIAP inh	-10	-2	-7
ATG4B inh	13	-14	9
mIAP activ	1	0.91	0.98
hIAP activ	1.1	1	1.1
NLRP3 yeast inh	15	-3	17
tim10-1 inh	-2	36	-12
Apaf1 inhib	5	34	-15
